# Compound activity (PubChem BioAssay)
# IMPase inh = qHTS Assay for Identifying the Cell-Membrane Permeable IMPase Inhibitors. Inositol monophosphatase 1 (Rattus norvegicus), P97697. CHO-M1 cells, IP1 accumulation, HTRF TR-FRET ratio. inhibition (IP1 accumulation), % at 46.1 µM. 120,000 tested, under 10 active. AID 901, 2007; active means well fitted curve in the direction sought with a large enough effect in the signal ratio, not every such curve was filed as active; inconclusive means small, poorly fitted or top-dose-only effect, or a change in a side signal; inactive means no such curve, though single readings can be large or run the other way; the % refers to the signal ratio;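 further: cells stimulated with carbachol in lithium chloride buffer; plate controls were DMSO basal wells for no effect and reference inhibitor wells for full effect; higher means more IMPase inhibition seen as more IP1 and lower FRET ratio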
# Target sequence (P97697 whole entry, looked up): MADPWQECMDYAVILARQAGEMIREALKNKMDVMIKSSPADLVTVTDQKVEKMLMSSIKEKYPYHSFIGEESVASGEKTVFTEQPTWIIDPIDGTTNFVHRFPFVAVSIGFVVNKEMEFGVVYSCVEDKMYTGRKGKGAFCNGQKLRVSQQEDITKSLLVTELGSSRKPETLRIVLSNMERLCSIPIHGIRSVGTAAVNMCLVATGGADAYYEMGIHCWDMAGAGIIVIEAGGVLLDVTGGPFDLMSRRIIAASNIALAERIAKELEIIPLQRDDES
#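 Measured: the HTRF emission ratio (665/620 nm) plus the 620 nm donor channel, each fitted to the Hill equation to give AC50. Cells were CHO-M1 given compounds up to 46 uM and a 30 min carbachol stimulation at 37C.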
# PNC inhibitor = High Content Assay for Compounds that inhibit the Assembly of the Perinucleolar Compartment | PC3M PTB-GFP, PNC prevalence imaging, 16 h; stronger effect = lower value | activity change (PNC), negative = inhibition, % at 10 µM | 140,000 tested, 3.1% active | AID 2417, 2010;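 active means readout at or below -70, meaning at least 70% loss of cells showing the perinucleolar compartment, a nuclear body marking cancer cells; inconclusive means readout between -30 and a set limit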;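 further: plate controls were DMSO wells for no effect and camptothecin positive control wells for full effect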
#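 PC3M cells stably expressing PTB-GFP, 750–1000 cells/well, treated 16 h at 37 °C with compound (23 nl of library stock), in duplicate. After paraformaldehyde fixation and Hoechst stain, imaged at 20x; PNC prevalence scored by image analysis.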
# ALOX12 inhib = qHTS Assay for Inhibitors of 12-hLO (12-human lipoxygenase); Polyunsaturated fatty acid lipoxygenase ALOX12 (Homo sapiens), P18054; purified 12-hLO, xylenol orange hydroperoxide absorbance; Potency, µM (titrated, usually from 57.1 µM), for inactives: at the top dose activity change, negative = inhibition, usual class: inhibitors; 150,000 tested, 0.12% active; AID 1452, 2008; further: potency means the concentration at half of the fitted maximal effect; nearly all actives have a fitted effect of over 55% in size; many of its hits are not listed in these tables
# Target sequence (P18054 whole entry, looked up): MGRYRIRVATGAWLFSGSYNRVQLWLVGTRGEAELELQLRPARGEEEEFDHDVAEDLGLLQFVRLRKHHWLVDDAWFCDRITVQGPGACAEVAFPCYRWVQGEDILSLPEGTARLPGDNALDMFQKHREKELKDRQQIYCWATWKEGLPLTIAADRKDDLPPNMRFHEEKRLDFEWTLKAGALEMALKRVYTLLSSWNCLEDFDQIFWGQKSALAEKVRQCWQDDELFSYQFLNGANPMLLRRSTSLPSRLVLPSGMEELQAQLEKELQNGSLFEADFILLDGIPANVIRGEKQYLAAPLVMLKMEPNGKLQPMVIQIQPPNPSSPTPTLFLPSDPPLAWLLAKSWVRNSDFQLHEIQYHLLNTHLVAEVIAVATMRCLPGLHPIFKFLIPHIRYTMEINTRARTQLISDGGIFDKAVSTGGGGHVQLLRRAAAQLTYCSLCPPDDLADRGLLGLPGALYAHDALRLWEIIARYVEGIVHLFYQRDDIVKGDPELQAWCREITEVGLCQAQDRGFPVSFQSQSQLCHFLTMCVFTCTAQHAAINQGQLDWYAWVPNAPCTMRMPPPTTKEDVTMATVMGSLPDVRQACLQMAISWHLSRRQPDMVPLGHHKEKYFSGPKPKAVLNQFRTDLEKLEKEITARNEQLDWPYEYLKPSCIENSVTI
#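 Hydroperoxide formation by human 12-lipoxygenase from 40 uM arachidonic acid was followed colorimetrically via ferric-xylenol orange complex, using the 573/405 nm absorbance ratio. Enzyme concentration was 150 nM, with 30 min reaction at room temperature.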
# 15-hLO-2 inh = qHTS Assay for Inhibitors of 15-hLO-2 (15-human lipoxygenase 2); Polyunsaturated fatty acid lipoxygenase ALOX15B (Homo sapiens), O15296; purified 15hLO-2, xylenol orange hydroperoxide absorbance; Potency, µM (titrated, usually from 57.1 µM), inactives show top-dose activity change, negative = inhibition, actives largely listed as inhibitors; 110,000 tested, 0.56% active; further: potency means the concentration at half of the fitted maximal effect; nearly all actives have a fitted effect of over 60% in size; many of its hits are not listed in these tables
#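 Enzyme 50 nM, AA 45 uM, 25 mM Hepes pH 7.5 + 0.01% Triton X-100; cpd preinc 15 min RT, rxn 90 min RT; stop/detect with 200 uM XO + 300 uM Fe(II) in 50 mM H2SO4, 30 min; A573/A405.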
# The depositor's hits bear a star; ? = inconclusive; · = no result given; [ ] = another dose, or the depositor's remark. Unless noted, the call rests on the fitted dose curve; in most records, active means well fitted curve in the direction sought with a large enough effect; inconclusive means small, poorly fitted or top-dose-only effect, or another doubt; inactive means no such curve, though single readings can be large; an effect the other way counts as inactive or inconclusive. Unless noted, on the % scale 0 is the no-effect control and ±100 the full control effect. A portion of the library; the hit share may differ from the screen's.
ALOX12 inhib	IMPase inh	15-hLO-2 inh	PNC inhibitor	smiles
-3%	·	·	?	O=[N+]([O-])c1cc2c(cc1/C=N/n1c(-c3ccccn3)n[nH]c1=S)OCO2
-1%	-9	·	?	C/C(=N\OCC(=O)Nc1ccccc1C(C)(C)C)c1ccc2c(c1)OCCO2
7%	1	-15%	24	Cn1c(=O)c2ncn(CC(=O)Nc3ccc(N4CCOCC4)cc3)c2n(C)c1=O
-3%	7	4%	-1	Cn1cnnc1SCC(=O)Nc1ccc2nc(SCc3ccccc3)sc2c1
1%	·	·	-6	Cc1cc(C(C)(C)C)ccc1OCCCCN1CCCC1
4%	·	5%	·	O=C(c1ccncc1)N1CCC2(CCN(Cc3nccs3)CC2)CC1
-7%[11.4 µM]	·	-2%[11.4 µM]	·	O=C(O)[C@@H](O)c1ccc(F)cc1
-18%	3	-30%	-20	CCOC(=O)C1=C(O)/C(=C/c2ccc(CNC(=O)C(=O)Nc3ccc(C)cc3)o2)N=C1C
-8%	10	·	69	O=C(NCC1(c2ccccc2)CCCC1)c1ccc(Br)cc1
-2%	·	·	-21	COc1ccccc1NCCC(=O)OCC(=O)NC1CCCC(C)C1C (stereo not given)
-2%	·	·	-25	N#Cc1cc([N+](=O)[O-])cnc1N(CCO)CCO
0%	-11	1%	?	COc1ccc(Oc2c(C)oc3cc(OC(=O)N4CCOCC4)ccc3c2=O)cc1
-3%	-1	·	-2	COc1ccc(C(=O)Oc2ccc(/C=N/NC(=O)c3ccccc3OC)cc2[N+](=O)[O-])cc1
-1%	-11	1%	-7	Cn1c(=O)n(CCN2CCOCC2)c(=O)c2c1nc1n2CCCN1c1ccccc1
-8%	8	-22%	44	COCCCNCCOCCOc1ccc(C)cc1[N+](=O)[O-]
1%	8	-3%	?	CC1CC(=O)C2=C(C1)Nc1ccccc1N=C2 (stereo not given)
-5%	·	·	-91*	COc1ccc(NS(=O)(=O)c2cccc(C(=O)N/N=C(\C)c3ccncc3)c2)cc1
-1%	23	6%[2.29 µM]	?	CCOC(=O)Cc1nnc2c(Nc3ccccc3F)nc3nonc3n12
2%	7	3%	28	Cc1ccc(C(=O)NCc2ccco2)cc1[N+](=O)[O-]
-11%	9	18%	?	CC1(C)N=C(N)NC(Nc2ccc(Br)cc2)=N1
-2%	1	48%[activator]	?	Cc1ccc(CN2CCN(CC(=O)NCCCN3CCN(c4ccc(F)cc4)CC3)C2=O)cc1
0%	3	-8%	14	CC(=O)N1CCN(C(=S)c2ccc([N+](=O)[O-])cc2)CC1
-4%	0	4%	25	COC(=O)/C=C/C(=O)NCc1ccco1
1%	·	·	-2	O=C(COC(=O)Cc1ccccc1[N+](=O)[O-])NCc1ccccc1Cl
-1%	4	-1%	-20	CCN(CC(=O)Nc1ccc(S(N)(=O)=O)cc1)S(=O)(=O)c1cc(C)ccc1OC
1%	1	0%	19	CC1(C)CC(=O)C(CCC(=O)c2ccccc2)C(C)(C)N1 (stereo not given)
-1%	·	·	?	Cc1cc(C(=O)COC(=O)CC2Sc3ccccc3NC2=O)c(C)n1-c1ccc(Br)cc1 (stereo not given)
1%	·	·	36	COc1ccccc1NC(=O)CSCC(=O)N1c2ccccc2CCc2ccccc21
-8%	4	·	1	O=C(Oc1ccc2c(c1)OCO2)C12CC3CC(CC(C3)C1)C2
-2%[25.6 µM]	-6[20.6 µM]	10%[25.6 µM]	·	CO/N=C(\C(=O)N[C@@H]1C(=O)N2C(C(=O)[O-])=C(C[N+]3(C)CCCC3)CS[C@@H]12)c1csc(N)n1
1%	-1	-13%	6	CCOCC(=O)Nc1nnc(C2CCCCC2)s1
-6%	-2	-11%	3	COc1ccc(Cl)cc1-n1c(N)c(C(N)=O)sc1=S
-9%	12	10%	38	Brc1ccc(-c2nc(-c3ccccn3)no2)o1
-12%	9	-1%	?	COC(=O)C1=C(NC(=O)c2cccc(OC)c2)CCS1
-7%	6[1.84 µM]	-19%[11.4 µM]	?	COc1ccc2c(c1OC)C(=O)N1C2SC[C@H]1C(=O)NC1CC(C)(C)NC(C)(C)C1 (stereo not given in full)
-3%	·	-2%	·	CC(=O)OCC1=C(C(=O)O)N2C(=O)C(NC(=O)Cc3cccs3)C2SC1 (stereo not given)
2%	-4	0%	?	COc1ccc(-c2nc(CS(=O)CC(=O)NCc3ccco3)c(C)o2)cc1 (stereo not given)
-1%	1	-1%[2.29 µM]	-16	COC(=O)c1[nH]c2ccc(C)cc2c1NC(=O)CN1CCCc2ccccc21
2%	6	-10%	34	CC(C)N=Cc1c(O)[nH]c2ccccc12
-1%	0	-11%	-14	Cc1cc(=O)[nH]c(SCC(=O)Nc2ccc(Br)cc2)c1C#N
-4%	7	5%	37	Cc1ccc(C2CC(=O)c3cnc(N4CCc5ccccc5C4)nc3C2)cc1 (stereo not given)
1%	·	·	?	CCCCNC(=O)C(=O)N/N=C/c1cccc(Br)c1
-1%	2	-9%	20	CC1CN(c2cc3nccnc3cc2F)CC(C)O1 (stereo not given)
5%	2	·	-5	COc1ccc(CCNC(=O)C(C(=O)c2ccccc2)n2cc(Cl)ccc2=O)cc1OC (stereo not given)
9%	-7	5%	60	O=C(O)CSc1cnc2ccccc2n1
-5%	-17	3%	?	Cc1cc(N2C(=O)C(O)=C(C(=O)c3ccco3)C2c2cccnc2)no1 (stereo not given)
3%	-1	·	3	CCCCCn1c(=O)[nH]c2cc(C(=O)NCCCN3CCCCC3)ccc2c1=O
1%	·	-2%	·	O=S(=O)(c1ccccc1)N1CCC2(CC1)CN(c1ccncc1)C2
2%	?	0%	-2	Cc1ccccc1CSc1nnc(-c2cccnc2)n1N
-3%	10	-8%	11	O=C(Nc1nc2ccc(S(=O)(=O)N3CCCC3)cc2s1)C1CCCO1 (stereo not given)

# The list continues.
ALOX12 inhib	IMPase inh	15-hLO-2 inh	PNC inhibitor	smiles
-3%	11	·	-23	COc1ccc(N2C(=O)CC2(/C=C/c2ccccc2OC)C(=O)NC2CCCC2)cc1 (stereo not given)
-2%	-11	-11%	-26	Cc1cc(C)n2nc3nc(N4CCCC4)nc(-c4ccccc4)c3c2n1
0%	0	2%	19	COc1cc(Cn2cnnn2)ccc1O
0%	1	2%	-15	O=C(Nc1ccccc1)NC1CCN(Cc2nnnn2C2CCCCC2)CC1
5%	0	-2%	29	O=C(NCCCN1CCOCC1)c1cc2ccccc2o1
-10%	3	-8%	17	Cc1ccc(NC(=O)CN(C)S(=O)(=O)c2cccc3nsnc23)cc1C
-7%	3	6%	16	COC(=O)c1ccccc1NC(=O)c1ccccc1OC
4%	3	7%	?	CCN1CCN(c2ncc3c(n2)CC(c2cc(OC)c(OC)c(OC)c2)CC3=O)CC1 (stereo not given)
-4%	·	·	16	CCn1nc(C(=O)Nc2ccc3nc(C)sc3c2)c2ccccc2c1=O
3%	8	0%	23	CCOC(=O)Cn1c(C)c(C#N)c2ccccc21
1%	-12	-10%	?	Cc1nc2ccc(Br)cn2c(=O)c1Cl
3%	?	-7%	?	c1ccc(CCNc2nc3ccccc3n3nnnc23)cc1
-1%	?	-12%	-16	Cc1c(-c2ccc(Cl)cc2)oc(=O)c2c(N)n(-c3ccccc3)nc12
-2%	3	-5%	23	O=C1NCCCC1C(=O)N1CCN(C(c2ccccc2)c2ccccc2)CC1 (stereo not given)
1%	·	·	5	O=C(Nc1ccc(Cl)cn1)Nc1ccccc1Cl
-14%	-5	-13%	21	CCCn1c(CCC(=O)O)ccc1-c1ccc(F)cc1
3%	-1	8%	?	O=C(O)c1cccnc1NC1CCCC1
0%	·	·	0	COc1ccc(C(=O)Nc2nc(C)cc(C)n2)cc1[N+](=O)[O-]
-9%	7	-1%	?	CC1Cc2cc(C3(O)C(=O)c4ccccc4C3=O)ccc2N1 (stereo not given)
-7%	?	-2%	24	COc1ccc(-n2nc3cc(C)c(NC(=O)C(C)C)cc3n2)cc1
-5%	12	29%	7	COC(=O)c1[nH]c2ccccc2c1NC(=O)CN1CCN(C/C=C/c2ccccc2)CC1
-2%	8	4%	-16	CCN1CCCC1CNC(=O)c1ccc(N2CCCC2=O)cc1 (stereo not given)
-9%	2	21%	-29	c1ccc(-c2nc(NCc3ccco3)c3oc4ccccc4c3n2)cc1
-2%	-5	20%	4	CC(C)C(NC(=O)c1ccc(C(C)(C)C)cc1)C(=O)NC1=NCCS1 (stereo not given)
2%	-6	5%	-12	COc1ccc(OC)c(S(=O)(=O)N2CCC(C(=O)NCc3ccccc3OC)CC2)c1

# In the list so far, these have a COOH group.
ALOX12 inhib	IMPase inh	15-hLO-2 inh	PNC inhibitor	smiles
-7%[11.4 µM]	·	-2%[11.4 µM]	·	O=C(O)[C@@H](O)c1ccc(F)cc1
-3%	·	-2%	·	CC(=O)OCC1=C(C(=O)O)N2C(=O)C(NC(=O)Cc3cccs3)C2SC1 (stereo not given)
9%	-7	5%	60	O=C(O)CSc1cnc2ccccc2n1
-14%	-5	-13%	21	CCCn1c(CCC(=O)O)ccc1-c1ccc(F)cc1
3%	-1	8%	?	O=C(O)c1cccnc1NC1CCCC1

# Carrying on:
ALOX12 inhib	IMPase inh	15-hLO-2 inh	PNC inhibitor	smiles
-1%	6	·	-119*	O=C(CCc1ccccc1)NC(NC(=S)Nc1cccc(Cl)c1)C(Cl)(Cl)Cl (stereo not given)
?	-4	-5%	-18	O=C(Cc1ccc(Br)cc1)c1ccc(O)cc1O
-2%	·	·	?	COc1cc(NC(=O)CN2CCC(Cc3ccccc3)CC2)c(C)cc1[N+](=O)[O-]
-6%	9	-12%	15	O=C(NC1CCCCC1)C(c1ccc(O)cc1)N(CC1CCCO1)C(=O)C1COc2ccccc2O1 (stereo not given)
-4%	5	0%	-3	CCN(CC)S(=O)(=O)c1ccc2oc(C(=O)NCc3ccc(C)cc3)c(C)c2c1
-11%	1	-2%	36	CCOC(=O)CC(=O)CSc1nc(C)nc2c1oc1ccccc12
-3%	2	-6%	?	O=C(Nc1ccc2c(c1)OCO2)c1nn(-c2ccccc2)c(=O)c2ccccc12
4%	0	4%	25	CCCCNC1CCS(=O)(=O)C1 (stereo not given)
-1%	4	1%	10	COc1cccc(-c2cc(C(=O)NCCc3ccccc3)no2)c1
-10%	-13	22%	4	O=C(NCc1ccco1)c1cc2ccccc2c(=O)o1
-16%	3	-1%	-27	C=CCOC(=O)C1=C(C)OC(N)=C(C#N)C1c1ccccc1F (stereo not given)
0%	·	·	7	COc1ccc(OC)c(NS(=O)(=O)c2ccc(NC(=O)c3ccc(NS(C)(=O)=O)cc3)cc2)c1
-4%	·	·	20	CNC(=S)Nc1ccccc1-c1ccccc1
-11%	-8	-19%	-19	CNC(=O)c1cc2c(=O)n3cc(C)ccc3nc2n(C(C)C)c1=N
1%	-4	-8%	?	CCOC(=O)c1ccn(-c2nc(-c3ccco3)cc(C(F)(F)F)n2)n1
0%	6	-6%	-8	O=C(c1ccccc1)N1CCC(c2nc(-c3ccc(S(=O)(=O)N4CCOCC4)cc3)no2)CC1
-3%	1	-7%	-29	O=C(c1cc2nc(-c3cccs3)cc(C(F)(F)F)n2n1)N1CCCc2ccccc21
-2%	·	·	-14	Cc1ccc(S(=O)(=O)C2CCCCC2=O)cc1 (stereo not given)
-1%	20	-4%	30	CSc1nc2ccc(S(=O)(=O)N3CCc4ccccc43)cc2s1
